A549 viability: kills or reduces viability of A549 cells in Nrf2 counter-screen | A549 ARE-Fluc cells, CellTiter-Fluor viability, 18-24 h | Potency, µM (series often up to 46 µM), for inactives: top-dose activity change, negative = cytotoxicity, hits mostly inhibitors | 390,000 tested, 0.16% active | AID 504648; also: potency is read from the fitted curve at half-maximal effect; % is scaled to controls: 0 for no effect and ±100 for the full control effect
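A549 ARE-Fluc cells in 5% FBS OPTI-MEM, 5000 cells/well, rested 2 h then exposed to compounds in concentration-response for 18-24 h at 37 °C. Viability by CellTiter-Fluor fluorescence (Ex 405/Em 525) after 30 min; luciferase luminescence (BugLite, 15 min, RT) read afterwards.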
EPAC2 agonist: activates human EPAC2 exchange factor | Q8WZA2 | EPAC2 activation, biochemical qHTS; response scale: 100% = 6.5 mM cAMP response | Potency, µM (series often up to 154 µM), for the others: at the highest dose activation, hits mostly activators | 360,000 tested, 0.079% active | AID 720711; also: potency is read from the fitted curve at half-maximal effect; nearly all actives have a fitted effect of over 50% in size
Target sequence (Q8WZA2 whole entry, looked up): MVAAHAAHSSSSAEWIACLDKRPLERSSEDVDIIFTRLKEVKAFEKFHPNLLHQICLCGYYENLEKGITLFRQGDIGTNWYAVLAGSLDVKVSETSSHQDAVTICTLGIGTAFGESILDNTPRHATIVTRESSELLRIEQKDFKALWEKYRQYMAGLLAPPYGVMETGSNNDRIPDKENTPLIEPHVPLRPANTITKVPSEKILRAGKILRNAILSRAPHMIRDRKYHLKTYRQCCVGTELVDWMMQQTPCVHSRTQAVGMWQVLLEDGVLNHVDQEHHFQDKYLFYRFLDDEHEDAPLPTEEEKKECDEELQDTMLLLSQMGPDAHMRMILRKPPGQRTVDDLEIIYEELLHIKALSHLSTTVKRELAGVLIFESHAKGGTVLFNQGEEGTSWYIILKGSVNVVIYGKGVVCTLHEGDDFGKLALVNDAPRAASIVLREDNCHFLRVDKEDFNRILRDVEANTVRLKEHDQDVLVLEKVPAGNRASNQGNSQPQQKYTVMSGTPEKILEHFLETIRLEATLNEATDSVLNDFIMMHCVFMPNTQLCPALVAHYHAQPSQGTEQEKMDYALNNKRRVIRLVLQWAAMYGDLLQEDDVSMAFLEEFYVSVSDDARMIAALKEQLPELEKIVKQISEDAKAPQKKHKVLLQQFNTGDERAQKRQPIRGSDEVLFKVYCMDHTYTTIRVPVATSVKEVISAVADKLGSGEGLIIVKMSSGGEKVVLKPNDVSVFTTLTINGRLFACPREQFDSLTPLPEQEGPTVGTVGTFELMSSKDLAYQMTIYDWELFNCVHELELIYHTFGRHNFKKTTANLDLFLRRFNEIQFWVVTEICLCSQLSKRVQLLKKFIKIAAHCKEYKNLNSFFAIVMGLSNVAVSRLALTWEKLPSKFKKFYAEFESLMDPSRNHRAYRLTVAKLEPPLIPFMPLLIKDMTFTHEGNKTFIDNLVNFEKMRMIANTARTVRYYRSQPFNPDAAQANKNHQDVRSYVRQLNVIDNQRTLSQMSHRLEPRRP
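Setup: EPAC2 100 nM, labeled Rap1B complex 250 nM, free GDP 50 uM. Compound titrations pinned in, brief spin, 5 min room temperature incubation. Kinetic fluorescence read over 30 min, normalized to 6.5 mM cAMP.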
Nrf2 ARE act: activates Nrf2 signaling; AREc32 ARE-luciferase reporter (MCF7-derived line), luminescence, 24 h; Potency, µM (doses to about 46.1 µM), without a hit: at the highest dose activation, usual class: activators; 410,000 tested, 0.31% active; AID 624171; also: potency is read from the fitted curve at half-maximal effect; % of control where 0% means no effect; nearly all actives have a fitted effect of over 65% in size
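AREc32 cells carrying an ARE-driven firefly luciferase, 1000 cells/well in OPTI-MEM with 5% FBS, dosed after overnight attachment and incubated 24 hr at 37 deg C. Steady-Glo luminescence read after 30 min at RT.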
CCT chaperon mod: cytosolic chaperonin activity modulation | purified chaperonin ATPase assay, HTRF ADP detection, 30 min | activity change, % (test concentration not listed), hits read low | 360,000 tested, 0.3% active | AID 651819; in the data active = activity change below about -30%; also: % is scaled to controls: 0 for no effect and ±100 for the full control effect
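TRiC at 40 or 20 nM final (batch-dependent) in 30 mM Tris pH 7.4, 100 mM KCl, 5 mM MgCl2, 1 mM DTT, with compound at single 76 uM and 10 uM ATP, 30 min at 37 deg C. ADP detected by HTRF Transcreener, 665/615 ratio.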
pAkt inh: blocks phosphorylation of Akt | Neuro2A IGF-stimulated pAkt S473 HTRF, 20 min; active compounds read low | activity change, % for hits at 50 µM | 360,000 tested, 0.32% active | AID 651550; in the data active = activity change below about -80%; inconclusive = mostly about -51% to -80%; also: % is scaled to controls: 0 for no effect and ±100 for the full control effect
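Single-point screen (50 µM final compound) in Neuro2A cells stimulated 20 min with 6 nM IGF at 37 deg C. After lysis, Ser473-phosphorylated Akt read by HTRF (ex 330 nm, em 615/665 nm) as the 665/615 ratio.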
TGFb inhibitor: TGF-b pathway inhibition | Potency, µM (top dose mostly 46.1 µM), inactives show at the top dose activity, negative = inhibition, usual class: inhibitors | 410,000 tested, 1.2% active | HepG2 CAGA-GFP TGF-b/SMAD3 reporter, GFP fluorescence, 18 h; TGF-beta stimulated, 500 pg/mL final | AID 588855; also: potency is read from the fitted curve at half-maximal effect; % is scaled to controls: 0 for no effect and ±100 for the full control effect; nearly all actives have a fitted effect of over 65% in size
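GFP signal (ex488/em500-530) from TGF-beta-stimulated HEPG2 CAGA-GFP cells, 500 pg/mL final, 18 h at 37 degrees C in DMEM plus 1% FBS, normalized to unstimulated and DMSO-stimulated controls.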
EPAC2 antag: antagonists of human EPAC2. Q8WZA2. EPAC2 GEF exchange of Rap1B-BODIPY-GDP, fluorescence. Potency, µM (top dose mostly 114 µM), inactives show at the highest dose activity, negative = inhibition, hits mostly inhibitors. 360,000 tested, 0.18% active. AID 720708; also: potency is read from the fitted curve at half-maximal effect; % is scaled to controls: 0 for no effect and ±100 for the full control effect; nearly all actives have a fitted effect of over 45% in size; many of its hits are not listed in these tables
Nrf2 inh: Nrf2 pathway inhibition | A549 ARE-Fluc reporter, luciferase luminescence, 18-24 h | Potency, µM (top dose mostly 46 µM), for the others: top-dose activity change, negative = inhibition, usual class: inhibitors | 360,000 tested, 2.1% active | AID 504444; also: potency is read from the fitted curve at half-maximal effect; % is scaled to controls: 0 for no effect and ±100 for the full control effect; nearly all actives have a fitted effect of over 60% in size
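Nrf2 function is reported as luminescence of an ARE-controlled luciferase in A549 cells. Compounds were tested at several concentrations, and a CellTiter-Fluor read on the same wells flagged cytotoxicity.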
Mm-Cpn inhibitor: M. maripaludis TRiC chaperonin inhibition | purified Mm-Cpn ATPase, ADP Transcreener TR-FRET | Potency, µM (series often up to 76.9 µM), for inactives: at the highest dose activity, negative = inhibition, actives largely listed as inhibitors | 330,000 tested, 0.031% active | AID 504842; also: potency is read from the fitted curve at half-maximal effect; % is scaled to controls: 0 for no effect and ±100 for the full control effect; nearly all actives have a fitted effect of over 80% in size
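Eu-cryptate anti-ADP/ADP-d2 competition gives a ratio inversely related to ADP. Enzyme at 25 nM was pre-exposed to compound for 10 min, then given 10 uM ATP for 30 min, 37°C throughout.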
Starred values were filed as active, the others as inactive; i = inactive; ? = inconclusive; . = no result given; [ ] = dose if it differs, or a comment. Unless noted, calls follow the shape of the dose curve; as a rule, active = well fitted curve in the direction sought with a large enough effect; inconclusive = small, poorly fitted or top-dose-only effect, or another doubt; inactive = no such curve, though single readings can be large; an effect the other way counts as inactive or inconclusive. These rows are one share of the data (hit frequency here may not be typical).

SMILES | A549 viability | EPAC2 agonist | Nrf2 ARE act | CCT chaperon mod | pAkt inh | TGFb inhibitor | EPAC2 antag | Nrf2 inh | Mm-Cpn inhibitor
CCCn1c(COc2ccc(C(=O)O)cc2)nc2ccccc21 | -1.0% | 11.3% | -1.2% | -4.4 | i | 12.1% | -0.5% | -10.1% | 0.3%
CCOC(=O)c1[nH]c(COC(=O)C2CC(=O)N(Cc3ccccc3)C2)c(C(=O)OCC)c1C (configuration not stated) | -8.7% | 3.5% | -0.7% | -1.1 | i | 22.7% | -3.9% | 7.4% | -1.7%
COCCN(CCOC)S(=O)(=O)c1ccc(C(=O)Nc2ccc(S(=O)(=O)Nc3nccc(C)n3)cc2)cc1 | -9.3% | 1.2% | 0.0% | -1.3 | i | 12.0% | 14.8% | 9.7% | -2.8%
Cc1cc[n+](CC(=O)c2ccc(NC(=O)c3ccccc3)cc2)cc1 | 7.2% | 3.8% | 0.3% | 0.3 | i | 1.6% | 2.4% | -4.4% | -2.1%
Cc1ccccc1NC(=O)CSc1ccsc1[N+](=O)[O-] | -12.4% | -1.2% | 4.9% | -0.9 | i | -10.5% | 12.3% | 9.4% | 0.2%
Cc1cc(C)n(-c2ncnc3ccccc23)n1 | 1.7% | -2.5% | -0.2% | -2.8 | i | 0.2% | 3.6% | 2.9% | 4.3%
COc1ccc(NC(=O)N(C)C[C@H]2Oc3ccc(NC(=O)C4CCCCC4)cc3C(=O)N([C@H](C)CO)C[C@@H]2C)cc1 | -3.4% | -3.3% | 0.6% | -1.4 | i | ? | -7.9% | 9.5% | 0.7%
COC(=O)c1cc(OC)c(OC)cc1NC(=O)c1ccc(OC)c(OC)c1 | -7.4% | -16.7% | 0.0% | 0.0 | i | -18.0% | 2.8% | -8.1% | -0.9%
CCN(CC)CCOCCOC(=O)C1(c2ccccc2)CCCC1 | -23.6% | -0.8% | 2.1% | 2.4 | i | -7.4% | 19.3% | ? | .
O=C(Nc1ccc(-n2nncc2-c2ccco2)cc1)c1ccc(F)cc1 | -19.1% | 16.4% | 0.4% | -2.7 | i | 27.8% | -8.7% | ? | 1.2%
Cc1ccc(NC(=O)c2ncn(CCCN3CCN(c4ncccn4)CC3)n2)cc1C | -8.9% | 5.0% | 0.8% | 1.2 | i | ? | 4.7% | -0.9% | .
O=C(COC(=O)c1ccccn1)NCc1cccs1 | 0.4% | 8.4% | -0.9% | -0.1 | i | 2.2% | 12.1% | 3.1% | 1.5%
Cc1ccc(S(=O)(=O)N(CC(=O)Nc2ccccc2C(=O)O)c2ccccc2C)cc1 | 12.4% | 3.6% | 1.8% | 2.4 | i | -0.4% | 1.2% | 9.3% | -5.4%
O=C(NNS(=O)(=O)c1ccc(Cl)cc1)c1ccc(S(=O)(=O)N2CCCCC2)cc1 | 0.0% | 4.9% | -0.5% | -0.3 | i | -6.1% | 5.0% | -7.0% | 1.0%
Cc1cc(/C=N/n2cnnc2)c(C)n1-c1ccc(OCc2ccc(Cl)cc2Cl)cc1 | ? | 6.7% | -2.1% | -3.0 | i | 8.91µM* | -16.3% | . | 0.2%
CCOC(=O)CNS(=O)(=O)CCN1C(=O)c2ccccc2C1=O | 8.8% | 5.1% | -0.3% | 0.3 | i | 2.0% | 5.5% | 8.3% | 0.8%
Cc1cc2c(cc1S(=O)(=O)N1CCN(c3ccccc3)CC1)OCCN2C | 0.5% | 7.8% | -0.7% | -0.7 | i | 0.6% | -1.7% | 6.3% | -3.5%
COc1cccc(/C=C/C(=O)Nc2cccc(C(C)=O)c2)c1OC | 1.0% | 8.2% | 13.6% | -2.1 | i | 3.4% | -18.6% | ? | -0.8%
COc1ccc(-c2csc3ncnc(NCCO)c23)cc1 | 6.9% | 11.1% | 2.6% | -2.4 | i | -4.6% | 14.3% | ? | -3.3%
O=C(CC1CCCCC1)NCc1cn2ccsc2n1 | -3.7% | 10.6% | 0.0% | 1.7 | i | 4.8% | 16.8% | -7.1% | 0.0%
Cc1ccc2cc(CN(Cc3ccco3)C(=O)c3ccccc3)c(=O)[nH]c2c1C | -1.2% | -2.7% | -0.1% | 0.3 | i | -8.4% | 7.4% | 10.2% | 2.0%
O=Cc1ccc(N2CCCCCC2)cc1 | 1.9% | -5.6% | -0.6% | 0.5 | -127.8%* | 0.0% | -2.7% | . | 1.1%
CC1CCC(NC(=O)C2CCC(CNS(=O)(=O)c3ccccc3)CC2)CC1 (configuration not stated) | -0.9% | -7.9% | 0.3% | -2.5 | i | -6.0% | 10.4% | -5.8% | 0.1%
O=C(CCC(=O)N1CCN(Cc2ccc(F)cc2)CC1)Nc1nnc(C2CCCCC2)s1 | -6.0% | 0.1% | -0.6% | -1.0 | i | -0.3% | -4.1% | 5.6% | 0.1%
CC(C)c1nc2ccccc2n1CC(O)COC1CCCCC1 (configuration not stated) | -0.1% | 1.0% | -0.6% | -1.5 | i | 0.6% | 4.7% | -0.4% | -5.5%
C=CCN(CC=C)Cc1c(C)[nH]c2ccc(C(=O)OCC)cc2c1=O | 0.0% | 4.8% | -0.1% | -3.6 | i | -22.3% | -2.1% | 5.5% | 3.8%
Cc1noc(C)c1COc1ccc(C(=O)Nc2ccccc2)cc1 | -2.9% | 3.0% | 0.6% | 1.5 | i | -2.5% | -2.0% | -10.2% | -0.2%
COC(=O)c1ccc(NC(=O)Nc2ccccc2F)cc1 | 0.9% | 2.3% | 0.1% | -1.8 | i | -16.1% | 2.9% | ? | -0.9%
O=C(CC12CC3CC(CC(C3)C1)C2)NC(=S)Nc1ccc(CN2CCOCC2)cc1 | 12.5% | -0.7% | -0.2% | -1.9 | i | -3.8% | -12.9% | ? | -0.4%
Cc1nc2ccccc2c(=O)n1NC(=O)c1ccc(Cl)cc1 | 6.5% | 2.3% | -0.4% | 2.2 | i | 3.0% | 1.8% | 12.9% | 1.2%
COC(=O)c1ccc(CSc2nnc3sc4ccccc4n23)o1 | 5.0% | -8.9% | ? | 1.4 | i | -5.6% | -2.2% | -15.4% | 1.8%
COc1ccccc1N1CCN(CCCCCCOc2ccc(F)cc2)CC1 | -18.7% | 7.9% | 2.2% | -1.6 | i | ? | 0.7% | -12.6% | 0.1%
C[C@H](CO)N1C[C@H](C)[C@H](CN(C)C(=O)Nc2ccc(C(C)(C)C)cc2)OCc2cnnn2CCCC1=O | . | 12.2% | 1.8% | -1.4 | i | 0.6% | -7.8% | . | .
CC(=O)OC(C(=O)NCc1ccco1)c1cccnc1 (configuration not stated) | 0.2% | -15.5% | 0.0% | -1.6 | i | -1.7% | 5.2% | -5.7% | 0.3%
CCOc1ccc(Oc2cc(C)nc(SC)n2)nn1 | 2.6% | -2.3% | 9.7% | -1.2 | i | -19.5% | -3.0% | 7.7% | -3.1%
Cc1c(C(=O)NCc2ccc3c(c2)OCO3)sc2nc(-c3ccccc3)cn12 | -1.1% | 16.5% | 0.5% | 0.9 | i | -16.4% | 5.0% | ? | 1.0%
O=C(NCc1cccs1)c1ccc(Cn2c(SCc3ccccc3)nc3cccnc32)cc1 | ? | . | -0.3% | . | . | -29.9% | . | 25.9µM* | .
CC(C)(C)NC(=O)CN(C(=O)CSc1nnc(COc2ccccc2)o1)c1cccc(F)c1 | 1.0% | 10.1% | 0.0% | -1.5 | i | -3.1% | -3.8% | 3.1% | 0.3%
COc1ccc(CCNC(=O)c2sc(=S)n(C)c2N)cc1 | 0.5% | -12.3% | 0.3% | -0.7 | i | 15.1% | 7.8% | -1.7% | 0.1%
CCCn1c(=O)c2ccccc2n2c(SCC(=O)/C(C#N)=C(\C)N)nnc12 | -3.6% | 1.2% | -0.2% | 0.3 | i | 12.0% | 8.5% | 8.3% | -1.5%
CCN(CC)C(=O)CSc1nc(O)cc(=O)n1-c1ccccc1OC | -2.4%[1.84 µM] | 0.3% | -0.7% | -0.2 | i | 8.9% | -2.9% | 9.1% | -0.1%
CC(C)c1ccc(NC(=O)c2ccc(NC3=NC4CS(=O)(=O)CC4S3)cc2)cc1 (configuration not stated) | 1.1% | -14.0% | 0.3% | 1.3 | i | -1.0% | 13.2% | -4.4% | 1.2%
COc1cccc(CNC(=O)c2ccc(CS(=O)Cc3ccc(Cl)cc3)o2)c1 (configuration not stated) | -0.5% | . | 3.6% | . | . | -23.5% | . | -29.2% | .
Cc1ccsc1CN(C)C(=O)CCc1nnc(COc2ccccc2)o1 | -9.3% | 3.3% | 2.9% | 0.8 | i | 2.5% | 2.6% | ? | 2.4%
CCOC(=O)N1CCN(C(=O)C(NS(=O)(=O)c2cccc3nsnc23)c2ccccc2)CC1 (configuration not stated) | -2.3% | 9.7% | -0.7% | -3.2 | i | -15.6% | 6.4% | -13.0% | 0.9%
COc1cc(Cl)c(C)cc1NC(=O)Cn1ncc2c(=O)oc3ccccc3c21 | 8.1% | . | -0.9% | . | . | -4.0% | . | 25.4% | .
COc1ccc(CN2C(=O)c3cccnc3C2=O)cc1S(=O)(=O)N1CCOc2ccc(C)cc21 | ? | 2.8% | -0.4% | -1.2 | . | -5.7% | -1.1% | -26.5% | 3.5%
COC(=O)c1scc(-c2ccc(C)cc2)c1S(=O)(=O)N1CCN(c2ccc(F)cc2)CC1 | 0.2% | . | 0.2% | . | . | ? | . | ? | .
Cc1ccc(C(=O)N2CCC(C(=O)NC3CCCC3)CC2)cc1 | 1.7% | 8.5% | -0.5% | -2.2 | i | 3.2% | -8.7% | 7.4% | -0.7%
